# EPAC2 antagonist: qHTS for Antagonist of cAMP-regulated guanine nucleotide exchange factor 2 (EPAC2): primary screen | AID 720708, 2013 | EPAC2 GEF exchange of Rap1B-BODIPY-GDP, fluorescence | actives 0.18% (n = 360,000) | Potency, µM (top dose mostly 114 µM), without a hit: at the top dose activity, negative = inhibition, actives largely listed as inhibitors | Rap guanine nucleotide exchange factor 4 (Homo sapiens), Q8WZA2; also: potency is read from the fitted curve at half-maximal effect; % is scaled to controls: 0 for no effect and ±100 for the full control effect; nearly all actives have a fitted effect of over 45% in size; many of its hits are not listed in these tables
# Target sequence (Q8WZA2 whole entry, looked up): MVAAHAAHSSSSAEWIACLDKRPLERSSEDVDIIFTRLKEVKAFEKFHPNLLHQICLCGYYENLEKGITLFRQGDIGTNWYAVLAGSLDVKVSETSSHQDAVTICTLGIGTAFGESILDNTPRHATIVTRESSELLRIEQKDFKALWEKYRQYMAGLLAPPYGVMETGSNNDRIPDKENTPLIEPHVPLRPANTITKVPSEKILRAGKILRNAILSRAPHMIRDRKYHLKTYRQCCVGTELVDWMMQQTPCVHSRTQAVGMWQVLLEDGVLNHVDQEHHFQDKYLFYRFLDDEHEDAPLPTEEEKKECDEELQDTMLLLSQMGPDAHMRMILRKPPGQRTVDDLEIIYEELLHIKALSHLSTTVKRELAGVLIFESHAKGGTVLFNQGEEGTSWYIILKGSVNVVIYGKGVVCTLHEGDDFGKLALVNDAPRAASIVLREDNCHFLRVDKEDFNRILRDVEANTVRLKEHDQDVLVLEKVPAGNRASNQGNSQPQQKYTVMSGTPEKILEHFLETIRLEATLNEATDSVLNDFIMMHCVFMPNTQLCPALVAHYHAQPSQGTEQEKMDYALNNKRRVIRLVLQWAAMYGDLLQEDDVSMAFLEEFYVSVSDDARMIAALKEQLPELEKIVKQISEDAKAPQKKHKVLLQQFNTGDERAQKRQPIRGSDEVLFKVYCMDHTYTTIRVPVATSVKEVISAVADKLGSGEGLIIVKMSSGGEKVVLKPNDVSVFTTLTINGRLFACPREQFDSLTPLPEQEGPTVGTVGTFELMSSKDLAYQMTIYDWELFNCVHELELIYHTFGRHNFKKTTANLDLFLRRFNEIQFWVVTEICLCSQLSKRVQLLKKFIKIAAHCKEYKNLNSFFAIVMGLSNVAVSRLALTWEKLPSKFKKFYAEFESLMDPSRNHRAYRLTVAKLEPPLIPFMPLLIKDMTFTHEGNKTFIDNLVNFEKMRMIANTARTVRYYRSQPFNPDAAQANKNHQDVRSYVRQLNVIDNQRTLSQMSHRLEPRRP
# A549 viability: Nrf2 qHTS screen for inhibitors: counterscreen for cytotoxicity. Potency, µM (titrated, usually from 46 µM), inactives show at the highest dose activity change, negative = cytotoxicity, actives largely listed as inhibitors. actives 0.16% (n = 390,000). A549 ARE-Fluc cells, CellTiter-Fluor viability, 18-24 h; also: potency is read from the fitted curve at half-maximal effect; % is scaled to controls: 0 for no effect and ±100 for the full control effect
#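 A549 ARE-Fluc cells in 5% FBS OPTI-MEM, 5000 cells/well, rested 2 h then exposed to compounds in concentration-response for 18-24 h at 37 °C. Viability by CellTiter-Fluor fluorescence (Ex 405/Em 525) after 30 min; luciferase luminescence (BugLite, 15 min, RT) read afterwards.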
# Nrf2 ARE act: qHTS of Nrf2 Activators | AREc32 ARE-luciferase reporter (MCF7-derived line), luminescence, 24 h | AID 624171, 2012 | actives 0.31% (n = 410,000) | Potency, µM (doses to about 46.1 µM), for the others: top-dose activation, most hits filed as activators; also: potency is read from the fitted curve at half-maximal effect; % of control where 0% means no effect; nearly all actives have a fitted effect of over 65% in size
#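 AREc32 cells carrying an ARE-driven firefly luciferase reporter were seeded at 1000 cells/well in OPTI-MEM with 5% FBS, then exposed to compound for 24 hr at 37 deg C. Luminescence was read with Steady-Glo after 30 min at RT.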
# EPAC2 agonist: qHTS for Agonist of cAMP-regulated guanine nucleotide exchange factor 4 (EPAC2): primary screen | Rap guanine nucleotide exchange factor 4 (Homo sapiens), Q8WZA2 | EPAC2 activation, biochemical qHTS; response scale: 100% = 6.5 mM cAMP response | Potency, µM (highest dose often 154 µM), inactives show top-dose activation, hits mostly activators | actives 0.079% (n = 360,000) | AID 720711, 2013; also: potency is read from the fitted curve at half-maximal effect; nearly all actives have a fitted effect of over 50% in size
#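 In this primary screen, activation is scored as increased exchange of BODIPY-GDP from Rap1B by 100 nM EPAC2, with 50 uM GDP as competitor. Signal is normalized to the 6.5 mM cAMP agonist control.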
# TGFb inhibitor: qHTS for Inhibitors of TGF-b; AID 588855, 2011; HepG2 CAGA-GFP TGF-b/SMAD3 reporter, GFP fluorescence, 18 h; TGF-beta stimulated, 500 pg/mL final; Potency, µM (top dose mostly 46.1 µM), inactives show at the highest dose activity, negative = inhibition, actives largely listed as inhibitors; actives 1.2% (n = 410,000); also: potency is read from the fitted curve at half-maximal effect; % is scaled to controls: 0 for no effect and ±100 for the full control effect; nearly all actives have a fitted effect of over 65% in size
#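 TGF-beta reporter screen: HEPG2 CAGA-GFP, 1% FBS, 500 pg/mL TGF-beta final, 18 h; per-cell GFP summed per well; curves fitted and categorized by class.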
# MmCpn inh: Inhibitors of TCP-1 ring complex (TRiC) of Methanococcus maripaludis (MmCpn): qHTS; purified Mm-Cpn ATPase, ADP Transcreener TR-FRET; Potency, µM (highest dose often 76.9 µM), for the others: top-dose activity, negative = inhibition, usual class: inhibitors; actives 0.031% (n = 330,000); also: potency is read from the fitted curve at half-maximal effect; % is scaled to controls: 0 for no effect and ±100 for the full control effect; nearly all actives have a fitted effect of over 80% in size
#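 25 nM Mm-CPN + cpd, 10 min 37°C; + 10 uM ATP, 30 min 37°C; buffer 30 mM Tris pH 7.4, 100 mM KCl, 5 mM MgCl2, 1 mM DTT; Transcreener ADP HTRF detection 30 min RT.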
# CCT modulator: High-Throughput Screening for Modulators of Cytosolic Chaperonin Activity. purified chaperonin ATPase assay, HTRF ADP detection, 30 min. activity change, % (concentration not given with the values), hits read low. actives 0.3% (n = 360,000). AID 651819, 2012; in the data active = activity change below about -30%; also: % is scaled to controls: 0 for no effect and ±100 for the full control effect
#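 TRiC at 40 or 20 nM final (batch-dependent) in 30 mM Tris pH 7.4, 100 mM KCl, 5 mM MgCl2, 1 mM DTT, with compound at single 76 uM and 10 uM ATP, 30 min at 37 deg C. ADP detected by HTRF Transcreener, 665/615 ratio.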
# Nrf2 inh: Nrf2 qHTS screen for inhibitors; actives 2.1% (n = 360,000); AID 504444, 2011; A549 ARE-Fluc reporter, luciferase luminescence, 18-24 h; Potency, µM (titrated, usually from 46 µM), for the others: at the top dose activity change, negative = inhibition, actives largely listed as inhibitors; also: potency is read from the fitted curve at half-maximal effect; % is scaled to controls: 0 for no effect and ±100 for the full control effect; nearly all actives have a fitted effect of over 60% in size
#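 Quantitative HTS in A549 cells stably bearing an antioxidant response element-firefly luciferase construct. Inhibition of Nrf2-driven transcription was scored by luminescence after 18-24 h of compound exposure at 37 °C.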
# Akt phos inh: HTS Assay for Inhibitors of Akt Phophorylation: Primary Screen; AID 651550, 2012; Neuro2A IGF-stimulated pAkt S473 HTRF, 20 min; stronger effect = lower value; activity change, % for hits at 50 µM; actives 0.32% (n = 360,000); in the data active = activity change below about -80%; inconclusive = mostly about -51% to -80%; also: % is scaled to controls: 0 for no effect and ±100 for the full control effect
#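 Single-point screen (50 µM final compound) in Neuro2A cells stimulated 20 min with 6 nM IGF at 37 deg C. After lysis, Ser473-phosphorylated Akt read by HTRF (ex 330 nm, em 615/665 nm) as the 665/615 ratio.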
# * = called active by the depositor; i = inactive; ? = inconclusive; / = no result given; [ ] = remark or other dose. Unless noted, calls follow the shape of the dose curve; as a rule, active = well fitted curve in the direction sought with a large enough effect; inconclusive = small, poorly fitted or top-dose-only effect, or another doubt; inactive = no such curve, though single readings can be large; an effect the other way counts as inactive or inconclusive. The list is partial (hit frequency here may not be typical).
SMILES,EPAC2 antagonist,A549 viability,Nrf2 ARE act,EPAC2 agonist,TGFb inhibitor,MmCpn inh,CCT modulator,Nrf2 inh,Akt phos inh
CC1(c2ccc(Cl)cc2Cl)OCC(Cn2cncn2)O1 (stereo unspecified),-5%,2%,-0.6%,10%,5%,3%,-2.6,-2%,i
C=CCn1c(O)c(/C=C2/C=c3ccccc3=N2)c(=O)[nH]c1=S,-10%,6%,0.1%,-6%,2%,-2%,0.8,-12%,i
CC(=O)Nc1cccc([As](=O)(c2cccc(NC(C)=O)c2)c2cccc(NC(C)=O)c2)c1,7%,0%,-0.7%,9%,-12%,3%,-1.3,-27%,i
COc1ccccc1OC(=O)c1ccc(C)c(S(=O)(=O)N2CCOCC2)c1,-29%,1%,-0.6%,18%,-12%,4%,0.0,-2%,i
CCCc1nc2ccccc2c(=O)n1-c1ccccc1OC,-25%,-7%,0.3%,4%,-4%,-7%,-1.7,3%,i
CCOC(=O)c1c(/N=C/c2c(O)n(-c3ccc(F)cc3)c(=S)[nH]c2=O)sc2c1CCCC2,-2%,5%,0.0%,2%,32%,-2%,-0.4,1%,i
O=C1NC(=O)C(Cc2cccs2)C(=O)N1,7%,2%,-0.4%,-8%,6%,0%,-0.4,20%,i
CC1=C2[C@H]3OC(=O)[C@@H](C)[C@@H]3CC[C@@]2(C)C=CC1=O,-20%,-3%,-0.6%,5%,-10%,0%,2.3,4%,i
CC(C)c1ccc(NC(=O)CN2C(=O)CN=C(c3ccccc3)c3ccccc32)cc1,/,-2%,2.2%,/,-1%,/,/,6%,/
CC(C)(C)NC(=S)/N=C(\N)N[N+](=O)[O-],-2%,2%,-0.4%,-6%,-5%,0%,-0.6,-16%,i
CC(C)N(CC(O)c1cccc([N+](=O)[O-])c1)C(C)C (stereo unspecified),-2%,-3%,0.0%,2%,28%,1%,-1.3,23%,i
CCS(=O)(=O)N1CCCC(C(=O)N2CCC3(CC2)OCCO3)C1 (stereo unspecified),4%,-5%,-0.8%,7%,5%,-2%,0.5,9%,i
CCN(CC)C(=O)c1ccc(NC(=O)c2cccc(S(=O)(=O)N3CCN(C)CC3)c2)cc1,-2%,-2%,-0.1%,-5%,6%,-1%,-1.1,-23%,i
Cc1ccc2c(c1N)C(=O)c1ccccc1C2=O,-11%,-20%,5.1%,8%,-6%,-4%,-2.0,?,i
O=c1[nH]c(=O)n(Cc2ccc(F)cc2)c(O)c1C=Nc1ccc(Cl)cc1,1%,-1%,-0.9%,-6%,2%,-2%,2.1,?,i
CCOC(=O)c1cnc(SCc2ccc(Cl)c(Cl)c2)nc1N1CC1,2%,-25%,9.3%,-1%,0%,/,-4.1,-23%,i
C=CCc1ccccc1OCCn1c(C2CC(=O)N(Cc3ccc(F)cc3)C2)nc2ccccc21 (stereo unspecified),/,-2%,-3.7%,/,16µM*,/,/,-6%,/
C=CCN(CC=C)Cc1c[nH]c2ccccc12,11%,-19%,0.4%,10%,0%,5%,0.9,13%,i
COc1ccc2c(c1OC)C(=O)O[C@@H]2[C@H]1c2cc3c(cc2CCN1C)OCO3,11%,-11%,0.2%,-8%,0%,0%,0.8,17%,i
Cc1ccc(C)c(S(=O)(=O)c2nnn3c2nc(N2CCN(C)CC2)c2sccc23)c1,/,2%,7.1%,/,?,/,/,-7%,/
OC(CN1CCOCC1)c1csc2ccccc12 (stereo unspecified),6%,0%,-0.4%,3%,11%,/,2.3,2%,i
O=C(CCC(=O)N1C[C@H]2C[C@@H](C1)c1cccc(=O)n1C2)NCc1ccccc1C(F)(F)F,-11%,3%,-0.2%,11%,1%,0%,1.8,-13%,/
CN1CCN(Cc2cc(=O)n3ccsc3n2)CC1,1%,7%,-0.7%,9%,5%,1%,0.4,5%,i
CCN1CCN(Cc2ccc(C)cc2)CC1,11%,0%,-0.1%,2%,-2%,0%,-0.4,-10%,i
CN(C)C(=O)Oc1ccc(-c2nnco2)cc1,-4%,-5%,-0.6%,11%,-1%,1%,-1.1,1%,i

# The last two compounds of the part before lead into the next.
SMILES,EPAC2 antagonist,A549 viability,Nrf2 ARE act,EPAC2 agonist,TGFb inhibitor,MmCpn inh,CCT modulator,Nrf2 inh,Akt phos inh
CCN1CCN(Cc2ccc(C)cc2)CC1,11%,0%,-0.1%,2%,-2%,0%,-0.4,-10%,i
CN(C)C(=O)Oc1ccc(-c2nnco2)cc1,-4%,-5%,-0.6%,11%,-1%,1%,-1.1,1%,i
Cc1ccc(Cc2c(C)nc3nc(SCC(=O)N4CCC5(CC4)OCCO5)nn3c2C)cc1,-6%,-7%,-0.8%,1%,-14%,0%,-1.6,?,i
CC1=NNC(=O)C1Br (stereo unspecified),1%,0%,8.9%,1%,?,/,0.8,-8%,i
CN1C(=O)C(Cc2ccc(OCc3ccccc3)cc2)C(=O)N(C)C1=O,1%,-6%,5.7%,2%,-1%,-4%,-0.6,16%,i
Cc1ccc(NC(=S)NC2CC3CCC(C2)N3Cc2ccco2)cc1C (stereo unspecified),7%,-12%,0.5%,-3%,?,1%,0.4,9%,i
CC(=Nc1ccc(F)cc1)c1c(O)n(C)c(=O)[nH]c1=O,-2%,2%,-0.3%,-3%,-21%,1%,-0.9,2%,i
C[C@]12CCC3C(C1CCC2=O)[C@H](O)C[C@H]1C[C@@H](O)CC[C@]31C (stereo partly specified),7%,3%,0.1%,4%,13%,0%,2.8,-5%,i
CN1CC(C#N)C2(O)c3ccccc3CCC2C1 (stereo unspecified),-3%,-3%,-0.6%,9%,0%,1%,-0.3,1%,i
O=C1CC(N2CC2)C(=O)N1c1ccccc1 (stereo unspecified),1%,/,-0.2%,-1%,0%,/,1.9,/,i
COc1ccc(CCN(C)Cc2ccc(F)cc2F)cc1OC,-4%,2%,-0.9%,2%,-6%,2%,-6.3,?,i
CC(=O)Nc1ccccc1C(=O)OCC(=O)c1ccc2ccccc2c1,-6%,-12%,0.2%,13%,3%,-24%,-1.7,?,i
COC(=O)C1=C(c2ccc(C(C)=O)cc2)C[C@@H]2CC[C@H]1N2C(=O)NCCNC(C)=O,8%,-1%,-1.7%,19%,-2%,1%,-0.1,-4%,i
CC1CCN(c2cc(Br)c([N+](=O)[O-])cc2F)CC1,-9%,4%,2.9%,0%,-11%,1%,2.6,13%,i
CCc1ccc(CN2CCN(Cc3ccc(SC)cc3)CC2)cc1,1%,-10%,2.6%,15%,?,-5%,-0.3,?,i
CC(C)(C)NCC(O)c1cc(Cl)c(N)c(Cl)c1 (stereo unspecified),8%,-6%,0.1%,1%,5%,-3%,0.0,7%,i
C=CC[C@@H](CC(=O)N(CCO)Cc1ccccc1)C(=O)NC[C@@H](OC(=O)[C@@H](CC=C)CC(=O)OC(C)(C)C)c1ccccc1,-23%,-27%,-0.8%,-5%,-24%,-2%,-2.1,?,i
Cc1ccccc1C1=NCC(=O)N(CC(=O)NCc2ccco2)c2sc3c(c21)CCCC3,-5%,-8%,0.2%,11%,-17%,-18%,2.8,-24%,i
O=C1NC(=S)NC(=O)C1=Cc1cccc2cc3ccccc3cc12,6%,1%,?,8%,?,-4%,0.2,?,i
CC12CCC3c4ccc(OP(=O)(N5CC5)N5CC5)cc4CCC3C1CCC2=O (stereo unspecified),7%,-6%,2.7%,10%,5%,/,-2.5,-14%,i
COc1ccc(C2(C#N)CC[N+](C)(C)CC2)cc1,2%,-2%,-0.3%,9%,2%,2%,-2.4,-13%,i
CC(C)c1ccc(N2C(=O)NC(=O)/C(=C/c3cnc(-c4ccccc4)nc3)C2=O)cc1,0%,0%,3.2%,-6%,25%,4%,0.3,12%,i
Oc1cccc2nc3ccccc3nc12,16%,-3%,14%,3%,?,-1%,0.9,8%,i
OC1/C(=C/c2ccccc2F)N2CCC1CC2 (stereo unspecified),6%,1%,0.0%,8%,3%,2%,-4.6,-3%,i
CCCNC(=O)c1c(N)n(CC2CCCO2)c2nc3ccccc3nc12 (stereo unspecified),-6%,?,0.0%,3%,4%,-5%,-1.4,?,i
O=c1[nH]c2c(c(=O)n1C1CCCCC1)CCC2,-1%,0%[1.84 µM],0.4%,-1%,4%,1%,-1.4,-1%,i
N#CC1=C(N)Oc2c(c(=O)sc3ccccc23)C1c1ccncc1 (stereo unspecified),12%,-20%,6.7%,-4%,-7%,-3%,-0.8,?,i
CCOc1ccc(CN(CCCl)CCCl)cc1C(=O)OC,-1%,14%,2.5%,0%,9%,-2%,-1.4,?,i
CCOC(=O)COc1ccc(/C=C2\C(=O)NC(=S)N(c3ccc(OC)cc3)C2=O)cc1OC,13%,0%,-0.6%,5%,10%,-1%,1.2,1%,i
CCOc1cc2[nH]c(=S)n(CCCC(=O)N3CCC4(CC3)OCCO4)c(=O)c2cc1OCC,7%,-3%,-1.1%,-2%,-11%,1%,1.3,-10%,i
Cc1ccc([C@H]2C[C@H](O)[C@@H](n3cc(COC(=O)c4ccccc4)nn3)CN2C(=O)C2CCCCC2)cc1,-12%,/,4.0%,16%,?,/,0.0,/,i

# Source: PubChem BioAssay (National Center for Advancing Translational Sciences (NCATS))
